Assay outcomes from PubChem BioAssay.
ADAM10 inh: ADAM10 inhibition, QFRET primary screen; recombinant ADAM10, EDANS/DABCYL FRET peptide cleavage, 3 h; inhibition, % at 7 µM; 370,000 tested, 0.62% active; AID 720582;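 active = inhibition above a per-campaign cutoff equal to the mean of compounds falling between control-based bounds plus 3 SD, cut at about 20% in these data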;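 note: 0% = DMSO wells while the 100% control is not disclosed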
hgDAF-12 ag: hgDAF-12 agonism, primary luciferase screen; HEK293 GAL4-hgDAF12 UAS-luciferase reporter, agonist luminescence; normalized to butyrate control; activation, % at 6.8 µM; 370,000 tested, 1.8% active; AID 687014;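 active = activation above a cutoff set at the mean of all screened compounds plus 3 SD, cut at about 10% in these data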;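 note: 0% = DMSO wells and 100% = sodium butyrate wells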
ssDAF12 agonist: activates DAF-12 receptor from parasite S. stercoralis. 370,000 tested, 1% active. activation, % at 6.8 µM. HEK293 ssDAF-12/GRIP1 lit1-tk-luc reporter, luminescence; % of 3 µM dafachronic acid response;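 active = activation above the mean over all tested compounds plus 3 SD, cut at about 0.9% in these data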;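 note: 0% = DMSO-only wells and 100% = 3 µM delta7-dafachronic acid wells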
ADAM17 inh: inhibitors of human ADAM17 | P78536 | recombinant ADAM17, EDANS/DABCYL FRET peptide cleavage | inhibition, % at 6.95 µM | 370,000 tested, 0.83% active;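 active = inhibition above the mean of compounds lying between control limits plus 3 SD, set per campaign, cut at about 8.5% in these data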;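 note: 0% = DMSO-only wells as the low control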
DAX1 inh-1: inhibitors of human orphan nuclear receptor DAX1 (NR0B1). P51843. HEK293 Gal4-DAX1 luciferase reporter, luminescence. inhibition, % at 6.75 µM. 340,000 tested, 0.99% active. AID 504766;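 active = inhibition above the mean over all tested compounds plus 3 SD, cut at about 4.2% in these data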;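 note: 0% = DAX1-transfected cells with DMSO and 100% = empty-vector control cells with DMSO; inhibition shows as a rise in luminescence from relieved DAX1 repression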
PLCb3 inh: PLC-beta3 (human) inhibition, primary screen; AID 720704; inhibition, % at 12.2 µM; 370,000 tested, 0.18% active; Q01970; Purified PLC-beta3, fluorogenic substrate, fluorescence; in the data active = inhibition above about 11%;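 note: 0% = median of compound wells on plate and 100% = full blocker control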
GAA850 FXN act: increases GAA850 frataxin promoter reporter activity; 360,000 tested, 0.56% active; HEK293 lucGAA850 FXN promoter luciferase reporter, 24 h; percent of 10 µM SAHA response; activation, % at 6 µM;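 active = activation above the average of all compounds screened plus 3 SD, cutoff fixed separately per campaign, cut at about 7.5% in these data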;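 note: 0% = DMSO wells and 100% = 10 µM SAHA wells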
HGIII-sPLA2 inh: Inhibits HGIII-sPLA2 liposome hydrolysis, primary screen; AID 743126; 370,000 tested, 0.56% active; QFRET BODIPY PC-A2 liposome hydrolysis, fluorescence; Q9NZ20; inhibition, % at 12.2 µM;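 active = inhibition above mean plus 3 SD of compounds lying within the high and low control bounds, cut at about 19% in these data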;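 note: 0% = median of test compound wells and 100% = no enzyme DMSO wells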
PLCg1 inh: inhibitors of human phospholipase C gamma1 | P19174 | purified PLC-gamma1, fluorogenic substrate, fluorescence | inhibition, % at 12.2 µM | 370,000 tested, 0.84% active | AID 720700; in the data active = inhibition above about 9.5%
hcDAF12 agonist: activates DAF-12 receptor from parasite H. contortus. HEK293 hcDAF-12 lit1-tk-luc reporter, luminescence; 0% DMSO, 100% Δ7-dafachronic acid. activation, % at 6.8 µM. 370,000 tested, 1.4% active. AID 652067;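 active = activation above the mean of all tested compounds plus 3 SD, cut at about 5.5% in these data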;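 note: 100% = response to 3 µM Δ7-dafachronic acid high control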
DAX1 inh-2: blocks DAX1 repression of SF-1 activated StAR promoter; inhibition, % at 6.8 µM; HEK293T StAR-luciferase reporter, SF-1/DAX-1 repression relief; 370,000 tested, 1.1% active; AID 652010;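 active = inhibition above the mean over all tested compounds plus 3 SD, cut at about 3.6% in these data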;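 note: 0% = DAX-1 cells with DMSO and 100% = cells lacking DAX-1 with DMSO; higher inhibition means more luminescence from relief of DAX-1 repression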
An asterisk follows results filed as active; . = not tested or not shown.

SMILES	ADAM10 inh	hgDAF-12 ag	ssDAF12 agonist	ADAM17 inh	DAX1 inh-1	PLCb3 inh	GAA850 FXN act	HGIII-sPLA2 inh	PLCg1 inh	hcDAF12 agonist	DAX1 inh-2
COc1ccc(OCCn2c(NC(=O)c3ccco3)nc3ccccc32)cc1	1	2.5	-1.9	-3	-0.4	-26	-1.2	8	-19	1.2	-1.4
Cc1ccc2c(c1)CCCO[C@]21O[C@H](CCO)C[C@H](O)[C@H]1O	2	-3.5	-1.5	0	.	0	.	6	-1	-2.3	-0.5
Clc1ccc(CSc2nnc(/C=C/c3ccccc3)o2)cc1	-9	-1.6	-0.9	4	1.9	3	0.0	12	5	-2.3	0.0
CCn1cnc2c1c(=O)n(Cc1cccc([N+](=O)[O-])c1)c(=O)n2Cc1ccccc1	7	-1.2	-1.0	4	-2.1	-1	2.8	-4	4	-2.6	0.3
Cc1ccc(S(=O)(=O)N2CCN(C(=O)c3cc(=O)[nH]c4ccccc34)CC2)c(C)c1	-85	-0.8	-1.2	-20	-2.1	-31	-0.3	-7	-29	3.5	-0.9
CC(=O)c1ccccc1NC(=O)c1ccc2c(c1)NC(=O)C(C)S2 (configuration not stated)	7	2.0	-0.8	2	-0.9	-225	4.7	-30	-226	2.4	3.3
COc1ccc(NC(=O)CNCCC2=CCCCC2)cc1	-5	2.5	-0.9	-2	1.3	-3	4.0	-1	4	0.4	0.5
COC(=O)c1ccc(CCc2cc(O)c(Br)cc2O)cc1	0	-8.9	0.2	8.9*	0.1	-15	3.4	30*	-6	1.2	-2.8
CC1(C)Cc2c(c(=S)nc(-c3ccccc3)n2CCOCCO)CO1	-5	1.2	-0.7	-2	1.2	-4	-1.5	2	0	-0.6	0.1
CC(=O)N1CCN=C1SCc1ccccc1Cl	0	0.1	-1.4	1	5.0*	4	0.3	5	2	-1.5	0.1
Cc1ccccc1-c1noc(CCC(=O)NCc2ccco2)n1	-9	-1.9	-0.2	1	2.6	-8	0.6	-8	-3	0.0	-0.4
CC(=O)Nc1ccc2[nH]c(C)c(CC=C(Cl)Cl)c(=O)c2c1	-42	-1.6	-1.1	-9	1.8	-4	0.7	-2	-2	-2.0	0.6
CSc1ccc(Cl)c(C(=O)NCc2ccco2)c1	1	-0.8	-1.5	1	-0.7	2	-2.0	3	2	0.5	-0.3
O=[N+]([O-])c1ccc(S(=O)(=O)NN=Cc2ccc(Cl)c(Cl)c2)cc1	2	0.5	-1.1	-3	2.3	4	1.7	-13	-1	0.7	0.3
CN(C)CCN(C)Cc1c2ccccc2c(CN(C)CCN(C)C)c2ccccc12	-26	1.9	-1.4	-16	3.3	-57	2.1	-1	-42	-1.1	0.7
Cc1ccc(NC(=O)Cc2noc3ccccc23)nc1	0	4.0	-1.4	0	-0.8	3	3.1	-10	-1	-1.1	0.8
Cc1cc(Nc2ccc3c(c2)OCCO3)c2cccc(C)c2n1	-1	0.1	-1.4	0	0.6	2	-3.1	1	4	-0.2	-0.9
Cc1cccc(C)c1-n1nnnc1C1(C)CCC(=O)N1CCOc1ccccc1 (configuration not stated)	-127	-1.0	-0.6	-3	.	1	.	-2	1	-0.9	-0.9
COc1ccc(N2CC(NS(=O)(=O)c3cccs3)CC2=O)cc1 (configuration not stated)	-2	-0.3	-1.2	-4	0.9	-9	-0.2	2	9	-1.2	0.3
CCC(C)(C)NC(=O)C(c1cccc(OC)c1OC)N(Cc1ccccc1)C(=O)CCC(=O)Nc1cc(C)on1 (configuration not stated)	-9	-0.3	-1.5	-9	-1.3	-7	-3.1	-1	-1	-2.4	-0.2
Clc1ccc(C=NC23CN4CN(CN(C4)C2)C3)cc1	10	0.3	-0.9	0	1.6	5	-0.5	9	2	-1.7	1.0
CCC(=O)n1nc(-c2cccnc2)nc1NCc1ccc(OC)cc1	3	0.5	-0.7	-2	0.4	-1	0.5	7	0	-1.0	1.0
Cc1cccc(N2C(=O)C(Oc3ccc(Cl)cc3Cl)C2C(=O)O)c1C (configuration not stated)	4	-0.9	-1.4	0	-0.8	-2	2.7	2	-2	-0.9	0.8
CCN1CCN(c2nc3c(c(=O)[nH]c(=O)n3C)n2Cc2cccc(C)c2)CC1	-3	0.9	-1.2	-6	-0.6	1	0.2	5	3	-0.2	0.6
Cc1ccccc1Cn1cc(NC(=O)c2nn(C)cc2Cl)cn1	-10	-1.9	-1.2	-3	1.1	0	-0.4	15	2	-0.6	-0.2

Other results
SMILES	ADAM10 inh	hgDAF-12 ag	ssDAF12 agonist	ADAM17 inh	DAX1 inh-1	PLCb3 inh	GAA850 FXN act	HGIII-sPLA2 inh	PLCg1 inh	hcDAF12 agonist	DAX1 inh-2
CCN(CC(=O)NCc1ccc(Cl)cc1)C(=O)CSc1cccc(C(F)(F)F)c1	2	-3.9	-1.1	5	1.1	-4	-0.4	-22	1	-0.6	-1.8
O=C(COC(=O)c1cccs1)NCc1ccco1	-2	-1.2	-0.4	-3	1.0	2	3.2	-3	-3	-1.7	0.7
Cc1nc2ccccc2n1/N=C/c1ccc([N+](=O)[O-])s1	-2	-2.3	-2.0	-1	-3.4	0	0.5	8	-1	0.0	-2.5
Cc1ccccc1C(=O)Nc1nnc(-c2ccc(C(C)(C)C)cc2)s1	7	5.9	-0.4	1	0.3	2	2.2	-1	-3	-1.3	0.0
COC(=O)C1CN(S(=O)(=O)c2cc(OC)ccc2OC)CCS1 (configuration not stated)	-3	1.5	-0.6	-5	-0.4	-3	1.5	1	0	1.0	-0.4
N#Cc1nc(Cc2cccc3ccccc23)oc1NCCN1CCCCC1	-3	-0.7	-1.4	0	-0.7	3	-3.4	-18	0	-0.7	0.3
O=C(CCn1cccn1)N1CCCC(Nc2ccc(F)c(F)c2)C1 (configuration not stated)	3	2.6	-0.9	1	0.6	3	2.1	1	5	-1.3	0.1
COc1ccc(NC(=O)N(C)C[C@H]2Oc3c(NC(=O)NC(C)C)cccc3C(=O)N([C@H](C)CO)C[C@@H]2C)cc1	-3	-1.1	-0.9	4	2.2	11*	1.4	9	3	0.2	0.1
CC1CC(c2ccccc2)n2nc(NC(=O)c3cccs3)nc2N1 (configuration not stated)	9	-1.4	-1.3	2	1.6	3	-0.8	6	1	-0.9	-0.2
O=C(CSc1nccc2ccccc12)N1CCN(c2ccccn2)CC1	-65	2.4	-0.5	-13	-1.4	-176	1.3	6	-149	8.2*	2.7
CCN(CC(=O)Nc1ccc2c(c1)OCCO2)C(=O)c1cccc(S(=O)(=O)N2CCOCC2)c1	1	-0.6	-0.9	-1	0.9	-1	-2.2	2	2	0.7	-1.1
CC(=O)Oc1ccc(N2C(=O)C3C4C=CC(C5CC45)C3C2=O)cc1[N+](=O)[O-] (configuration not stated)	-3	0.5	-1.1	5	-1.0	9	1.5	4	6	1.2	-0.2
COc1cccc(C2CC(=O)Nc3cc(OC)c(OC)c(OC)c32)c1OC (configuration not stated)	9	-2.5	-0.9	-3	0.5	3	4.0	-4	0	0.1	0.0
CCOC(=O)c1nnn(-c2nonc2-n2cccc2)c1C	-3	0.8	-1.4	-3	2.2	1	1.5	1	1	-0.7	-0.7
CC(NC(=O)c1ccccc1N)c1ccccc1 (configuration not stated)	-274	0.1	-1.3	-91	1.9	-74	-0.3	4	-56	-1.4	0.8
O=C(NCc1ccccc1)/C(=C/c1ccc([N+](=O)[O-])cc1)NC(=O)c1ccco1	5	-1.6	-0.5	3	1.7	-19	-1.6	-1	-6	-0.5	-0.1
COc1cccc(-n2c([S-])c(C(=O)Nc3ccc(S(=O)(=O)N4CCOCC4)cc3)[n+]3cc(C(N)=O)ccc23)c1	-12	9.6	0.1	-9	4.2*	-32	1.2	-5	-26	0.7	0.9
CC(COc1ccc(S(C)(=O)=O)cc1)CN1CCC(C(O)(c2ccccc2)c2ccccc2)CC1 (configuration not stated)	-7	-0.3	-1.8	-3	.	1	.	-27	0	-1.1	-0.4
CCOC(=O)N1CCC(=C2c3ccc(Cl)cc3CCc3cccnc32)CC1	11	0.7	-2.0	1	-0.1	0	-1.6	-18	1	-4.3	-1.4
COc1ccc(-c2[nH]ncc2/C=N\NC(=O)c2cccs2)cc1OC	2	1.9	-0.1	1	0.1	-22	2.8	2	-9	0.2	1.4
CCN(Cc1ccccc1)C(=O)c1nn(-c2ccc(OC)cc2)c(=O)c2c1c1ccccc1n2C	2	0.2	-0.6	1	0.5	-6	-4.4	3	-3	0.2	-0.3
CCN(Cc1ccccc1)S(=O)(=O)c1c(N)n(C)c(=O)n(C)c1=O	4	0.2	0.0	-1	0.9	-11	-0.6	-34	-2	-0.3	0.0
CCOc1cc(NC(=S)NCCCN2CCOCC2)c(OCC)cc1NC(=O)c1ccccc1	-7	6.7	-0.9	-1	-0.1	-2	-0.7	-1	0	-1.3	0.1
O=C(COc1ccc(Cl)cc1)NCCS(=O)(=O)N1CCN(c2ccccc2F)CC1	-5	-0.4	-1.5	-5	0.0	-12	0.0	-7	0	-0.5	-1.3
CCOc1ccc(NC(=O)C2CCCN(S(=O)(=O)c3ccc4c(c3)CCCN4C(C)=O)C2)cc1 (configuration not stated)	5	-3.8	-1.8	1	0.3	-6	-1.0	-12	1	-3.4	-2.6

Next structures:
SMILES	ADAM10 inh	hgDAF-12 ag	ssDAF12 agonist	ADAM17 inh	DAX1 inh-1	PLCb3 inh	GAA850 FXN act	HGIII-sPLA2 inh	PLCg1 inh	hcDAF12 agonist	DAX1 inh-2
CN(C)c1cc(Nc2cccc(O)c2)c([N+](=O)[O-])c2nonc12	-5	2.4	-1.5	-2	1.5	-6	-1.3	-3	-2	-1.6	-0.7
COc1ccc(-c2cc(C(=O)NCCN3CCOCC3)no2)cc1OC	6	1.5	-0.9	1	0.9	0	0.1	0	-2	0.5	-0.3
O=C1CC(c2ccccc2)c2ccc(O)cc2O1 (configuration not stated)	-18	-1.0	-1.2	-3	0.1	3	1.2	-4	0	-1.1	-0.7
CCc1ccccc1NC(=O)CN(C1CCCCC1)S(C)(=O)=O	-1	0.0	-1.0	-3	1.4	-5	0.6	2	1	-0.2	0.0
CC1=C(C(=O)Nc2ccc(CC(=O)NCc3ccc(OC(C)C)cc3)cc2)SCCO1	-1	7.9	1.0*	-2	-0.2	-3	4.7	2	4	5.9*	15*
Cc1nn(-c2cc(N(S(C)(=O)=O)S(C)(=O)=O)c(Cl)cc2Cl)c(=O)n1C	-7	1.7	-0.9	2	-0.3	-4	0.1	9	-1	0.8	0.4
COc1cc(-c2cc(NC=O)c3ncc(-c4ccc(F)cc4)n3c2)cc(OC)c1OC	-23	-6.1	-1.4	-4	.	-36	2.2	12	-28	-2.8	-1.8

Entries above printed as active in DAX1 inh-2.
SMILES,ADAM10 inh,ssDAF12 agonist,ADAM17 inh,DAX1 inh-1,PLCb3 inh,HGIII-sPLA2 inh,PLCg1 inh,hcDAF12 agonist,DAX1 inh-2
CC1=C(C(=O)Nc2ccc(CC(=O)NCc3ccc(OC(C)C)cc3)cc2)SCCO1,-1,1.0*,-2,-0.2,-3,2,4,5.9*,15*
